KLF5 inh = kruppel-like factor 5 inhibition. DLD-1 KLF5 promoter-luciferase reporter, luminescence. inhibition, % at 5 µM. 290,000 tested, 0.23% active;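 active = inhibition above a per-plate limit of that plate's mean compound inhibition plus 3 SD, cut at about 60% in these data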;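 also: 0% = DMSO wells and 100% = LY294002 at 200 µM; higher means less KLF5 promoter-driven luciferase light; inactives centre near -14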
aSyn UTR inh = 5' untranslated region of α-synuclein, MLPCN primary screen; AID 1813; inhibition, % (tested at 7.5 µM); alpha-synuclein 5'UTR reporter, inhibitor activity; 300,000 tested, 0.82% active; in the data active = inhibition above about 60%;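 also: H4 neuroglioblastoma cells stably carrying SNCA 5'UTR luciferase fusion; 0% = DMSO wells and 100% = positive control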
IEC-6 tox = counter-screen for KLF5 inhibitors: cytotoxicity in IEC-6 cells. AID 1825. inhibition, % at 5 µM. 290,000 tested, 0.78% active. IEC-6 cytotoxicity, luminescence viability; in the data active = inhibition above about 22%;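 also: 0% = plate median of test compound wells and 100% = cytotoxic reference compound wells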
TRPC4 block = blocks the mouse TRPC4 cation channel; 300,000 tested, 0.39% active; B-score at 10 µM; HEK293 TRPC4beta/mu-opioid, DAMGO-evoked Fluo4 calcium flux; hits give low values; Q9QUQ5;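 active = B-score over 3 SD under the library average, no early fluorescence shift, positive overall ratio signal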
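Assay system: Stable TRPC4beta/mu-opioid receptor HEK293 cells | Reagent: DAMGO in two steps, submaximal then maximal | Compound dosing: Single concentration per test compound | Signal: Fluo4 Ca2+ flux fluorescence | Evaluation: Per-well B score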
TRPC4 act = opens the mouse TRPC4 cation channel. 310,000 tested, 0.49% active. Q9QUQ5. B-score at 10 µM. AID 2237. HEK293 TRPC4beta/mu-opioid, Fluo4 calcium fluorescence; hits give high values;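 active = B-score above 5 SD of library B-scores, and initial fluorescence ratio not above library mean plus 5 SD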;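 also: positive B-score marks a calcium rise read as TRPC4 activation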
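Assay system: HEK293 stable line with TRPC4beta plus mu-opioid receptor. Times: dye 45 min RT, read 110 s. Measured by: kinetic Fluo4 calcium fluorescence. Measure: B score of integrated ratio. Controls: assay buffer as low control, maximal DAMGO as high control.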
HIF act = HIF pathway transcriptional activation; U2OS HRE-luciferase reporter, luminescence; normalized: DMSO 0%, desferrioxamine 100%; activation, % at 7.5 µM (by protocol); 300,000 tested, 0.32% active;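 active = mean activation of at least 10% of the iron chelator positive control signal, with at least half of replicates also reaching 10%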
MrgX1 antagonist = antagonists of human MrgX1 receptor | AID 588676 | 310,000 tested, 1.3% active | B-score at 10 µM | MRGX1-HEK293 calcium flux, Fluo-4, BAM8-22 antagonism; hits give low values | Q96LB2;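 active = calcium-response B-score plate-corrected more than 3 library SD below zero, starting fluorescence within 5 deviations, no agonist response on first addition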;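 also: peak minus trough fluorescence over baseline after final BAM8-22 challenge near maximal dose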
TRPC4 PAM = TRPC4 (mouse) allosteric potentiation. Q9QUQ5. HEK293 TRPC4beta/mu-opioid, DAMGO EC20, Fluo-4 Ca2+ flux; hits give high values. B-score at 10 µM. 310,000 tested, 0.42% active. AID 2227;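 active = B-score of calcium response area above 5 SD of library B-scores, with initial fluorescence ratio within 5 SD of library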;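 also: B-score of integrated fluorescence ratio over time as area under calcium response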
TRPC6 act = mouse TRPC6 channel activation. AID 2550. 310,000 tested, 0.13% active. B-score at 10 µM. HEK293-TRPC6 membrane potential dye fluorescence; hits give high values. Q61143;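 active = B-score of the integrated fluorescence ratio above library mean plus 3 SD, and starting fluorescence ratio within library mean plus 5 SD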;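 also: higher score means more depolarization so channel activation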
Target sequence (Q61143 whole entry, looked up): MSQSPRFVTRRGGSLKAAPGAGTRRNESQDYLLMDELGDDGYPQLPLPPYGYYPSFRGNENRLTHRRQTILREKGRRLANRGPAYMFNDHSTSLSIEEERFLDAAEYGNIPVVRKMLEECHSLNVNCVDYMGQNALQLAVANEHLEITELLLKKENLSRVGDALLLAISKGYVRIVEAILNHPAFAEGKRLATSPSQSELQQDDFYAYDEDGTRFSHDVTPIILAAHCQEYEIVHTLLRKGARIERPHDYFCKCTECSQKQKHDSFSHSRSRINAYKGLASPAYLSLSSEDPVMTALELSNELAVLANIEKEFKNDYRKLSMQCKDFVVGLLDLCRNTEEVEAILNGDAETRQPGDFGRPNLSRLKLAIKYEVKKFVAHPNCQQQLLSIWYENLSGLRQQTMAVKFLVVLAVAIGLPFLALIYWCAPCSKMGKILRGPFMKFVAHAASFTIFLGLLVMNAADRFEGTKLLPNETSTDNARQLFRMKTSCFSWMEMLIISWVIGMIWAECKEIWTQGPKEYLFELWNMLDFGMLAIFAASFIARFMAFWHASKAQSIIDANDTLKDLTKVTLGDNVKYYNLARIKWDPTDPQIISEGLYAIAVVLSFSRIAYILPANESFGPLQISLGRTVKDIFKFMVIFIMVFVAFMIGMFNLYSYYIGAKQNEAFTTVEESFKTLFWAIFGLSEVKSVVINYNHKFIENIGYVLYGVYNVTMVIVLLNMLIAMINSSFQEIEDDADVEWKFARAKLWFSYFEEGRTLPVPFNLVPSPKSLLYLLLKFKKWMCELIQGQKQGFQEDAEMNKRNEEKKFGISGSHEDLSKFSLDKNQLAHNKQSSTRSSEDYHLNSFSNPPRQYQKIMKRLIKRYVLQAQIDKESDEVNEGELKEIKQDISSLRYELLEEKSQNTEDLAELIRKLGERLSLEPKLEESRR
SKKanGAS inh = SKKanGAS growth inhibition; 300,000 tested, 1.3% active; S. pyogenes SKKanGAS, kanamycin growth, BacTiter-Glo, 6 h; inhibition, % at 7.5 µM;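 active = mean replicate score, as percent of positive control median, at least 50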;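 also: strain carries kanamycin resistance gene driven by streptokinase promoter and grows in 40 µg/ml kanamycin; loss of luminescence reflects streptokinase promoter inhibition or plain growth inhibition; 0% = median of DMSO wells and 100% = positive control at its reference dose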
TRPC6 inhibitor = inhibitors of mouse TRPC6 channel | 310,000 tested, 1.1% active | Q61143 | HEK293-TRPC6, membrane potential dye, ACh-evoked depolarization; hits give low values | B-score at 10 µM;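 active = B-score under library mean minus 3 SD, initial fluorescence not abnormally high, positive integrated signal ratio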;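 also: B-score derived from integrated fluorescence ratio over the kinetic read; more negative B-score means stronger inhibition of depolarization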
Starred values were filed as active, the others as inactive; i = inactive; . = not tested or not shown.

Sample of the layout (5 entries):
SMILES | KLF5 inh | aSyn UTR inh | IEC-6 tox | TRPC4 block | TRPC4 act | HIF act | MrgX1 antagonist | TRPC4 PAM | TRPC6 act | SKKanGAS inh | TRPC6 inhibitor
CCn1c(SCC(=O)Nc2ccc(N(C)C)cc2)nnc1C1CC1 | -19.3 | -12.6 | 1.3 | i | i | 0.1 | i | i | i | 0.9 | i
O=C(CN1CCCCCC1)N1c2ccccc2C=Cc2ccccc21 | -32.7 | 11.8 | 1.0 | i | i | -0.4 | i | i | i | 0.2 | i
CC(C)C(C(=O)NCc1ccco1)N(CC1CCCO1)C(=O)CNS(=O)(=O)c1ccccc1 (stereo not drawn) | -0.5 | 14.5 | -1.9 | i | i | -0.1 | i | i | i | -0.6 | i
O=C(CN(c1cc(C(F)(F)F)ccc1Cl)S(=O)(=O)c1ccccc1)NCc1cccnc1 | -5.0 | 11.3 | -2.4 | i | i | -0.2 | i | i | i | 4.4 | i
Cc1ccc(C)c(OCCC(=O)OCC(=O)Nc2ccc(N3CCOCC3)cc2)c1 | . | 1.4 | . | i | i | -0.1 | i | i | i | -5.1 | i

Results, from the first entry:
SMILES | KLF5 inh | aSyn UTR inh | IEC-6 tox | TRPC4 block | TRPC4 act | HIF act | MrgX1 antagonist | TRPC4 PAM | TRPC6 act | SKKanGAS inh | TRPC6 inhibitor
CCn1c(SCC(=O)Nc2ccc(N(C)C)cc2)nnc1C1CC1 | -19.3 | -12.6 | 1.3 | i | i | 0.1 | i | i | i | 0.9 | i
O=C(CN1CCCCCC1)N1c2ccccc2C=Cc2ccccc21 | -32.7 | 11.8 | 1.0 | i | i | -0.4 | i | i | i | 0.2 | i
CC(C)C(C(=O)NCc1ccco1)N(CC1CCCO1)C(=O)CNS(=O)(=O)c1ccccc1 (stereo not drawn) | -0.5 | 14.5 | -1.9 | i | i | -0.1 | i | i | i | -0.6 | i
O=C(CN(c1cc(C(F)(F)F)ccc1Cl)S(=O)(=O)c1ccccc1)NCc1cccnc1 | -5.0 | 11.3 | -2.4 | i | i | -0.2 | i | i | i | 4.4 | i
Cc1ccc(C)c(OCCC(=O)OCC(=O)Nc2ccc(N3CCOCC3)cc2)c1 | . | 1.4 | . | i | i | -0.1 | i | i | i | -5.1 | i
OCCNc1nc(N2CCN(c3ccccc3)CC2)nc2ccccc12 | -33.8 | -39.1 | -8.0 | i | i | 0.0 | i | i | i | -3.6 | i
O=C(CSc1n[nH]c(-c2ccccc2)n1)c1ccccc1 | -21.4 | -84.4 | 1.6 | i | i | 1.0 | i | i | i | -3.9 | i
CC1=C(C(N)=O)C(c2cccnc2)n2nc(-c3cccc(C)c3)nc2N1 (stereo not drawn) | 16.4 | 7.4 | 2.8 | i | i | -0.5 | i | i | i | -15.2 | i
COc1cc(C)c(S(=O)(=O)Nc2ccccc2F)cc1C | -49.0 | -1.2 | -5.9 | i | i | -0.2 | i | i | i | 2.5 | i
COc1cc(CC(NC(C)=O)C(=O)NC2CCN(c3c4c(nc5ncnn35)CCC4)CC2)cc(OC)c1 (stereo not drawn) | -1.8 | 5.5 | -6.0 | i | i | -0.5 | i | i | i | 0.0 | i
COc1ccc(CCNC(=O)C(=O)NCC2CCCN2S(=O)(=O)c2cccs2)cc1 (stereo not drawn) | . | 10.9 | . | i | i | 0.0 | i | i | i | -2.7 | i
CC(=O)c1ccc(C(=O)NC2CCCN(Cc3ccc(Cl)cc3)C2)s1 (stereo not drawn) | -8.0 | -6.0 | 0.2 | i | i | 0.3 | i | i | i | 3.6 | i
CCOC(=O)N1CCN(C(=S)Nc2ccc3nc(N4CCN(CC)CC4)cc(C)c3c2)CC1 | -31.8 | 8.5 | 0.1 | i | i | -0.2 | i | i | i | -3.5 | i
COc1ccc2[nH]cc(CCCN3C(=O)c4ccccc4C3=O)c2c1 | -19.0 | 24.4 | 1.5 | i | i | 0.3 | i | i | i | -1.4 | i
COc1ccc(CNS(=O)(=O)c2ccc(F)c(C(=O)Nc3ccc(OC)cc3)c2)cc1 | -10.4 | 16.9 | 11.4 | i | i | -0.3 | i | i | i | -0.8 | i
CCOC(=O)c1ccc(NC(=O)Cn2cc3c(n2)CCC(C)C3)cc1 (stereo not drawn) | -8.8 | 5.0 | 0.6 | i | i | 0.0 | i | i | i | 0.4 | i
CN1N=C(C(=O)NC2CCCc3c2cnn3-c2ccc(F)cc2F)CCC1=O (stereo not drawn) | -2.9 | -5.7 | 4.8 | i | i | 0.2 | i | i | i | -2.8 | i
Cc1cc(NC(=O)C(C)SCC(=O)N(C)CC(=O)Nc2ccc(F)cc2)no1 (stereo not drawn) | . | -15.7 | . | i | i | 0.2 | i | i | i | -5.0 | i
O=C(N/N=C\c1ccc(F)cc1)c1ccc(Cn2cc(Br)c([N+](=O)[O-])n2)o1 | -26.6 | -13.1 | 8.6 | i | i | -17.7 | i | i | i | 2.7 | i
COc1ccc(N(CC(O)Cn2c3ccccc3c3ccccc32)S(=O)(=O)c2ccccc2)cc1 (stereo not drawn) | 22.5 | 2.7 | -3.0 | i | i | -0.2 | i | i | i | 20.5 | i
CC(c1nnc(SCC(=O)N2CC(=O)Nc3ccccc32)n1Cc1ccccc1)N(C)C (stereo not drawn) | -39.7 | 0.1 | -1.9 | i | i | 0.0 | i | i | i | -5.0 | i
O=c1c2ccccc2nc(-c2ccccc2)n1CCCN1CCOCC1 | -8.7 | -46.1 | 2.6 | i | i | -0.1 | i | i | i | 7.1 | i
CCN(CC)S(=O)(=O)c1ccc(N2CCN(C)CC2)c(NC(=O)Nc2ccccc2F)c1 | -16.2 | 9.2 | 4.9 | i | i | -0.7 | i | i | i | 4.0 | i
COc1cc(C(O)c2nc3ccccc3s2)cc(OC)c1OC (stereo not drawn) | -9.8 | -5.4 | 7.7 | i | i | -1.4 | i | i | i | 1.4 | i
CC1(C)c2[nH]c3ccccc3c2C[C@@H]2C(=O)N(Cc3ccccc3Cl)C(=O)N21 | . | 15.2 | . | i | i | -0.5 | i | i | i | 29.7 | i
COc1ccccc1NC(=O)c1sc2ncn(Cc3ccccc3C)c(=O)c2c1C | -2.0 | -17.4 | -3.5 | i | i | -0.3 | i | i | i | 19.8 | i
FC(F)(F)c1nc(NCC2CCCO2)c2nnn(Cc3ccccc3Cl)c2n1 (stereo not drawn) | -4.9 | -3.7 | 5.3 | i | i | -0.6 | i | i | i | 0.0 | i
Fc1cccc(Nc2ncnc3sccc23)c1 | -12.7 | -30.1 | 16.2 | i | i | -5.0 | i | i | i | 6.1 | i
OCc1c[nH]c(=S)n1CCOc1cccc(C(F)(F)F)c1 | -18.4 | 7.4 | 0.1 | i | i | -0.7 | i | i | i | 3.9 | i
O=C(CSc1nnc(CNC(=O)c2cccc(C(F)(F)F)c2)o1)NCC1CCCO1 (stereo not drawn) | -16.6 | -0.1 | 1.3 | i | i | -0.4 | i | i | i | -1.4 | i
CC(NC(=O)c1cccs1)c1n[nH]c(=S)n1C (stereo not drawn) | -8.2 | 16.6 | -9.3 | i | i | -1.7 | i | i | i | -0.5 | i
CC1(C)CC(=O)C2=C(C1)N(Cc1cccnc1)C(=O)C2(NC(=O)c1ccc(F)cc1)C(F)(F)F (stereo not drawn) | 0.3 | 6.6 | 8.2 | i | i | 0.2 | i | i | i | -3.3 | i
CC(=O)N1CCc2cc(S(=O)(=O)N3CCCCC3C)ccc21 (stereo not drawn) | -23.0 | -3.9 | 10.4 | i | i | -0.3 | i | i | i | -1.4 | i
Cc1ccc(-c2csc(NC(=S)NC(=O)c3ccco3)n2)cc1 | -11.1 | -19.8 | -1.5 | i | i | 0.3 | i | i | i | -5.9 | i
CC(OC(=O)c1cccc([N+](=O)[O-])c1)C(=O)NCc1ccc2c(c1)OCO2 (stereo not drawn) | -23.1 | 5.5 | -8.7 | i | i | -0.2 | -5.9* | i | i | 11.2 | i
O=C1CSCN1c1ccc(Cl)c(Cl)c1 | -43.1 | 26.1 | 3.4 | i | i | -0.3 | i | i | i | 0.6 | i
CCOc1c(Cl)cc(C(=O)Nc2ccccc2-c2ccccc2)cc1Cl | -2.9 | 10.2 | 1.0 | i | i | -0.5 | i | i | i | 38.7 | i
CN(c1ccc(C(=O)NCc2cccs2)cc1)S(=O)(=O)c1ccccc1 | -4.2 | 17.4 | 4.8 | i | i | 1.3 | i | i | i | -11.4 | i
CCCCc1nnc(NC(=O)c2ccc(N3CCCC3=O)cc2)s1 | . | -2.3 | . | i | i | -19.2 | i | i | i | -4.3 | i
COc1ccc(NC(=O)c2ccc3c(c2)n(C)c(=O)n3C)cc1 | -1.5 | -13.7 | 1.0 | i | i | 0.2 | i | i | i | -6.1 | i
CCOC(=O)C1=C(N)OC2=C(C(=O)CC(C)(C)C2)C1c1ccoc1 (stereo not drawn) | -6.6 | -15.3 | -10.1 | i | i | -0.7 | i | i | i | -0.7 | i
CC(=O)c1c(C)[nH]c(C(=O)Nc2ccccc2N2CCOCC2)c1C | -20.8 | 3.2 | -0.1 | i | i | -0.1 | i | i | i | 14.9 | i
O=S(=O)(c1cccc(-c2csc(-c3cccnc3)n2)c1)N1CCOCC1 | -18.8 | 16.3 | 1.5 | i | i | -0.3 | i | i | i | 2.9 | i
O=C(O)CCC(=O)NCc1ccc(C(=O)O)cc1 | -52.4 | -3.1 | -6.2 | i | i | -0.1 | i | i | i | 4.2 | i

High-throughput results as filed in PubChem BioAssay.

Outcome played no part in choosing rows (roughly 5.8% active in at least one column).
